NADH enzymes = inhibitors of enzymes used to reach an NAD/NADH endpoint; coupled PK/LDH NADH assays, four targets; IC50, µM (top dose mostly 10 µM), for inactives: at the top dose inhibition; actives 0.02% (n = 65,000);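 active = single-dose screening hits from any of four coupled enzyme assays that gave an IC50 when retested across doses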;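 note: the DPM-DC format reads NADH fluorescence rather than 340 nm absorbance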
tolC growth inh = blocks growth of E. coli BW25113 tolC mutant; actives 2.2% (n = 65,000); AID 573; growth inhibition, % at 10 µM (by protocol); OD615;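 active = growth inhibition at or above a cutoff equal to the mean over every tested compound plus 3 SD, cut at about 60% in these data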;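 note: growth measured after 20 h incubation at 37 °C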
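Test system – E. coli BW25113 ΔtolC::kan, tolC deletion mutant strain · Detection – OD at 615 nm · Buffer or medium – LB with kanamycin 50 µg/mL · Times – 20 h compound exposure of bacteria at 37 °C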
M1 ag = agonists of M1 muscarinic receptor. AID 626. B-score at 10 µM. actives 3% (n = 64,000). CHO-M1 cells, Fluo-4 calcium fluorescence, agonist mode; hits give high values;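 active = fluorescence rise, raw or as B-score row- and column-corrected plate score, outside the 99.7% band of its plate's samples, either direction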
M1 antag = blocks the rat M1 muscarinic receptor response to acetylcholine | P08482 | CHO-M1 cells, Fluo-4 calcium, ACh EC80 antagonist mode; hits give low values | B-score at 10 µM | actives 3.4% (n = 64,000) | AID 628;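 active = calcium fluorescence response, raw or row-and-column corrected B-score, differing from the plate sample mean either way at a set confidence level, mostly lower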
Target sequence (P08482 whole entry, looked up): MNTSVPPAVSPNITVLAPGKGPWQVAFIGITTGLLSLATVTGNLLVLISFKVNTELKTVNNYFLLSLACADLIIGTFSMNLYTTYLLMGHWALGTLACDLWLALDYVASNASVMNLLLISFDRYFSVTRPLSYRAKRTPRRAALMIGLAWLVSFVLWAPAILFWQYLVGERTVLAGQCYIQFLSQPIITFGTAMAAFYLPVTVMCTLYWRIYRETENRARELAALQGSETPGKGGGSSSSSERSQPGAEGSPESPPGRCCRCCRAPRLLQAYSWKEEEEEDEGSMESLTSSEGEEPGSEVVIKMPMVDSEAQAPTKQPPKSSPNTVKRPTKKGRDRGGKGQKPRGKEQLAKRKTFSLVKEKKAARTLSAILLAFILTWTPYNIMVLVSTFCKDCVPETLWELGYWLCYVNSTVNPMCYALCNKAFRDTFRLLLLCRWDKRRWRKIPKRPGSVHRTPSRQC
TNAP act DEA = activates human TNAP at intermediate phosphate acceptor concentration; AID 813; activation factor at 20 µM; purified TNAP, CDP-star luminescence, 100 mM DEA, 30 min; hits give high values; scale: 0 levamisole-inhibited, 1 vehicle-only enzyme; 64,000 tested, under 10 active; P05186;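 active = activation factor of at least 2 at 20 µM, relative to controls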
SF-1 act = SF-1 (human) activation; actives 1.9% (n = 65,000); CHO-K1 Gal4-SF-1 LBD luciferase reporter; % increase over DMSO SF-1-specific signal; activation, % at 10 µM;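 active = activation above the mean activation of all tested compounds plus 3 SD, cut at about 50% in these data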
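Material: Transient Gal4-SF-1 LBD reporter, CHO-K1 | Input: 4,000 cells/well | Dosing: One dose, 10 µM compound, 1% DMSO | Incubation: 20 h compound treatment, 37 °C | Detection: SteadyLite luciferase luminescence | Evaluation: Percent activation relative to DMSO median and mock-transfected background | Benchmarks: DMSO-treated SF-1-transfected cells as negative, DMSO-treated mock-transfected cells lacking SF-1 as background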
Fluor 339 460 = intrinsic fluorescence of library compounds, ex339/em460 – biochemical, MLSMR library, data from DPM-DC assay, artefact control, profiling panel; compound autofluorescence, ex339/em460 nm, NADH buffer; hits give high values; 1 = no-compound wells, NADH background; fluorescence fold increase at 10 µM; AID 709; actives 5.5% (n = 65,000);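 active = at 10 µM, mean starting fluorescence two-fold or more over control wells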;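 note: signal is the first read of a kinetic run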
E coli RNAP = inhibitors of Escherichia coli RNA polymerase | actives 0.2% (n = 62,000) | P0A8V2 | inhibition, %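 (tested at 10 µM)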 | E. coli RNA polymerase, fluorescence transcription assay | AID 559; in the data active = inhibition above about 20%;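 note: 0% = enzyme without compound and 100% = no enzyme blank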
RORa activator = activators of human nuclear receptor RORA; P35398; CHO-K1 Gal4-RORA LBD luciferase reporter, luminescence; percent increase over mock-subtracted basal signal; activation, % at 10 µM; actives 1.5% (n = 65,000); AID 560;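 active = activation above the mean of all tested compounds plus 3 SD, cut at about 49% in these data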;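 note: 0% = DMSO-treated RORA cells and 100% = added signal equal to DMSO minus mock-transfected cells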
Target sequence (P35398 whole entry, looked up, the tested form may be a part): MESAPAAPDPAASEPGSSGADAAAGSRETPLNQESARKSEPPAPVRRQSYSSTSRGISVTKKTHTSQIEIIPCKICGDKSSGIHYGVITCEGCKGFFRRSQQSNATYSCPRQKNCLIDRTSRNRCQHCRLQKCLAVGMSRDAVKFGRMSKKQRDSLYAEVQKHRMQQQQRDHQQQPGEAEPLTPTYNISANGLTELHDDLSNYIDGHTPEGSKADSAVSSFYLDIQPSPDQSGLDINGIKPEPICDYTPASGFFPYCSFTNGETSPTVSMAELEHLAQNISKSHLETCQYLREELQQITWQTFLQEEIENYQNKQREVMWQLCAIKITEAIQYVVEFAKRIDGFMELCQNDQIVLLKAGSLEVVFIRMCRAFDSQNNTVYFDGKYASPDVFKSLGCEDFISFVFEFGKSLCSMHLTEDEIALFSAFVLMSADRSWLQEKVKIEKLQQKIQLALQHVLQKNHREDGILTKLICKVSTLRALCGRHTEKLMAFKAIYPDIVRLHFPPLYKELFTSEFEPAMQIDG
An asterisk follows results filed as active; nt = not tested or not shown; [ ] = another dose, or the depositor's remark.

SMILES | NADH enzymes | tolC growth inh | M1 ag | M1 antag | TNAP act DEA | SF-1 act | Fluor 339 460 | E coli RNAP | RORa activator
C=CCn1c(SCc2nc(N)nc(N3CCCCC3)n2)nnc1-c1ccco1 | 7% | 8 | -0.19 | 0.1 | 0.9 | 0 | 1.1 | 3 | 19
O=C1CC(N2CCC(C(=O)N3CCCCC3)CC2)C(=O)N1 (stereo not drawn) | 4% | -6 | -0.16 | -0.32 | 0.9 | -16 | 1.1 | 4 | -6
Cc1ccc(OCC(=O)Nc2ccc(O)c(C(=O)O)c2)cc1C | 8%[fluoresces] | 6 | 0.46 | 0.43 | 1 | 0 | 3.3* | 8 | -18
CCCCOc1ccccc1C(=O)NCCCC(=O)O | 3% | 10 | -0.38 | -0.084 | 0.9 | 0 | 1 | 12 | -7
Cc1ccsc1C(=O)OCc1csc(-c2ccccc2)n1 | 7% | 53 | -0.97 | -0.59 | 0.8 | 3 | 1.1 | 4 | -11
COc1ccc(C)cc1S(=O)(=O)N1CCCCC1 | 0% | -7 | -0.37 | -0.1 | 0.9 | 0 | 1.1 | 7 | -12
CCN1C(=O)/C(=C\N2CCCCCC2)SC1=S | 7% | 1 | -2.1 | -8.7* | 0.8 | 27 | 1.1 | 5 | 14
COc1ccc(OC)c(CNC(=O)C2CCN(C(=O)N(C)C)CC2)c1 | 3% | -12 | -0.32 | -3* | 0.9 | -21 | 1.1 | 4 | -10
CC(=O)c1cccc(N=C2C(=O)Nc3ccccc32)c1 | 3% | -13 | 0.1 | 0.43 | 1 | 5 | 1.1 | 8 | -5
CS(=O)(=O)N(CC(=O)N1CCC(C(N)=O)CC1)C1CCCCC1 | 10% | -12 | 1.1 | -0.35 | 1 | 24 | 1.1 | 12 | 0
CCCCOc1nc2ccccc2nc1C(C#N)C(=O)NC1CCCCC1 (stereo not drawn) | 1% | 0 | 5.6 | -0.27 | 0.8 | -9 | 1.1 | 8 | 15
CCOC(=O)C1CCN(CCC(=O)Nc2cccc(Cl)c2)CC1 | 4% | -14 | -1 | -1.9 | 1 | -10 | 1.1 | -3 | -12
CC(C(=O)Nc1ccc(C(=O)O)cc1)N1C(=O)c2ccccc2C1=O (stereo not drawn) | 1% | -9 | 0.088 | 0.13 | 1 | -1 | 1.1 | 1 | -10
CCc1ccc(NC(=O)Nc2cccs2)cc1 | 5% | 30 | -0.46 | -2.3* | 0.9 | -2 | 1.1 | 3 | -21
O=C1CC(C(=O)N2CCOCC2)C2(CCCC2)O1 (stereo not drawn) | 6% | -12 | -0.012 | -0.045 | 0.9 | -1 | 1.1 | 4 | 1
COc1ccc(NC(=O)c2oc3ccccc3c2NC(=O)C(C)(C)C)cc1 | 2% | 30 | -0.19 | 0.38 | 0.7 | -20 | 1.3 | -1 | -20
CCOC(=O)c1c[nH]c2c3c(ccc2c1=O)CCCC3 | 5% | 25 | nt | nt | 0.9 | 20 | 1.4 | 0 | -6
COc1ccc(Cn2c(-c3ccco3)nc3oc4cc(OC)ccc4c(=O)c3c2=O)cc1 | 4% | 86* | -0.27 | 0.43 | 0.9 | -3 | 1.9 | nt | 9
O=c1[nH]ncc2c3ccccc3n(Cc3ccccc3)c12 | 5% | -26 | -0.5 | -0.76 | 1 | -6 | 1.3 | -2 | 0
CCC(=O)NCCCCNC(=O)CC | 3% | 1 | 0.01 | 0.051 | 1 | -13 | 1.1 | 1 | -6
CN1CCc2c(sc3c2C(=O)NC(c2cccs2)N3)C1 (stereo not drawn) | 17% | -10 | -0.75 | -0.45 | 0.8 | 4 | 1.9 | 7 | 27
CCCn1c(CNS(=O)(=O)c2ccc(C)cc2)nc2ccccc21 | 4% | -1 | 0.32 | 0.46 | 1 | -6 | 1 | 8 | -14
COc1ccccc1-c1ccc(NC2CCCCC2)nn1 | 4% | 9 | -0.22 | 0.37 | 0.9 | 80* | 1.2 | 1 | 27
COc1ccccc1N1CSC2=C(C#N)C(c3ccc(SC)cc3)CC(=O)N2C1 (stereo not drawn) | 9% | 3 | -0.0077 | 0.92 | 0.9 | 4 | 1.6 | 6 | 6
CCOCCCn1cnc2c([nH]c3cc(OC)ccc32)c1=O | 7% | 1 | 0.27 | -0.34 | 1 | 3 | 1.1 | 2 | 4

The list continues.
SMILES | NADH enzymes | tolC growth inh | M1 ag | M1 antag | TNAP act DEA | SF-1 act | Fluor 339 460 | E coli RNAP | RORa activator
CC(c1ccccc1)n1cc(C(=O)NCCN2CCOCC2)nn1 (stereo not drawn) | 1% | -7 | 0.28 | 0.18 | 0.9 | -9 | 1.1 | 0 | 0
CC1(C)Cc2c(c(N3CCOCC3)nc3sc4c(=O)[nH]cnc4c23)CS1 | 8% | 7 | 3.9 | 0.4 | 0.8 | -15 | 1.4 | -7 | -1
Cc1[nH]n(-c2ccccc2)c(=O)c1/C=N/O | 3% | -8 | 0.095 | 1.9 | 1 | nt | 1.1 | 1 | nt
COc1ccc(NC(=O)c2cc(C3CC3)on2)c(OC)c1 | 4% | -7 | 0.0069 | -0.012 | 0.8 | 56* | 1 | 9 | 18
O=C(O)CCn1c(C(=O)O)cc2sccc21 | 7% | -16 | 0.65 | 0.64 | 0.9 | 11 | 1.1 | 2 | -17
CC(=O)NC(CCS(C)(=O)=O)C(=O)Nc1cccc(C)c1 (stereo not drawn) | 2% | -9 | -0.9 | -0.16 | 0.8 | 14 | 1 | 2 | -10
Brc1ccc(-c2nnc3ccc(N4CCN(c5ccccc5)CC4)nn23)cc1 | 6% | 8 | -0.043 | -2.1 | 0.9 | 5 | 1.7 | 16 | 18
Cc1ccc(-c2ccc(=O)n(CC(=O)NCCN3CCCCC3C)n2)cc1 (stereo not drawn) | 5% | -4 | 0.5 | -0.63 | 1 | -8 | 1.3 | 3 | -2
CCOc1ccc(-c2nnc(N(CC)C(=O)C3CCC3)s2)cc1 | 3% | 22 | -0.24 | -0.013 | 0.9 | 23 | 1.1 | 4 | 17
CCN=C1SC(CC(=O)Nc2sc(C)c(C)c2C(=O)OC)C(=O)N1CC (stereo not drawn) | 2% | -9 | -0.61 | 0.18 | 0.9 | -6 | 1.1 | -4 | 9
COc1ccc(CNC(=O)Cn2nc(C(F)(F)F)c3c2CCC3)cc1 | 4% | 1 | 0.73 | -0.53 | 1 | -4 | 1 | 6 | -34
c1coc(-c2nc3nc4ccccc4n3nc2-c2ccco2)c1 | 11% | -22 | 0.0024 | -0.12 | 0.9 | -7 | 0.92 | 3 | 1
Cc1nn(Cc2ccccc2)c(N)c1-c1ccccc1 | 10% | -3 | -1 | 0.69 | 1 | -2 | 1.1 | 3 | 4
CCOc1ccc(/C(O)=C2/C(=O)C(=O)N(CCN(C)C)C2c2ccccc2)cc1Cl (stereo not drawn) | 10% | 1 | -0.045 | 0.58 | 0.9 | 4 | 1 | 11 | -9
Cc1ccc(S(=O)(=O)Cn2nnnc2C(C(C)C)N2CCc3ccccc3C2)cc1 (stereo not drawn) | 6% | 5 | -2 | 0.25 | 0.9 | 5 | 1.2 | 7 | 1
Cc1nn(C)c(C)c1S(=O)(=O)N1CCC(C(=O)NC2CCCCCC2)CC1 | 2% | -6 | 0.3 | -1 | 0.9 | -4 | 1.1 | -1 | -19
Cc1ccc(C)n1-n1c(C)nc2sc3c(c2c1=O)CCCCC3 | 2% | 67* | -0.5 | -5.6* | 1 | -18 | 1.1 | -1 | -10
CC(=O)OCCn1c(=O)c2cc3c(=O)n(CCOC(C)=O)c(=O)c3cc2c1=O | 4% | 7 | 0.77 | 0.23 | 1 | -17 | 1.1 | 1 | 3
CCOC(=O)C1=C(CC)Nc2ccccc2N=C1NC(=O)Cn1cnc2ccccc2c1=O | 3% | -5 | -0.22 | -0.046 | 0.9 | -7 | 1 | 9 | -27
COc1ccc(CN(C(=O)c2oc3ccccc3c2C)C2CCS(=O)(=O)C2)cc1 (stereo not drawn) | 2% | 10 | -0.83 | -0.1 | 0.9 | 10 | 1 | 7 | -1
Cc1ccc(NC(=O)Cn2c(=O)n(Cc3ccco3)c(=N)c3c4c(sc32)COC(C)(C)C4)cc1 | 3% | nt | -0.021 | -0.93 | 1 | 6 | 1.1 | 9 | 7
CSc1ccc(N2C(=O)NC3(CCCCC3)C2=O)cc1 | 3% | -4 | -0.88 | 0.18 | 0.9 | 44 | 1 | -6 | 36
O=C(Nc1nc2nc(-c3ccccc3)cc(-c3ccccc3)n2n1)c1ccco1 | 5%[fluoresces] | 22 | 3.8* | 0.021 | 1 | 3 | 4* | 4 | -8
Cc1cc(C(=O)COc2ncnc3sccc23)c(C)n1C1CC1 | 5% | -4 | 0.94 | -0.38 | 0.9 | 11 | 1.1 | 2 | 34
O=C(OCCCN1C(=O)c2ccccc2C1=O)c1ccco1 | 4% | -28 | -0.76 | -0.58 | 0.9 | -3 | 1 | -13 | -8

Full records, quoted from the list:
Cc1ccc(-c2ccc(=O)n(CC(=O)NCCN3CCCCC3C)n2)cc1 (stereo not drawn) across the screens: NADH enzymes: 5%; tolC growth inh: -4; M1 ag: 0.5; M1 antag: -0.63; TNAP act DEA: 1; SF-1 act: -8; Fluor 339 460: 1.3; E coli RNAP: 3; RORa activator: -2
O=C(O)CCn1c(C(=O)O)cc2sccc21 across the screens: NADH enzymes: 7%; tolC growth inh: -16; M1 ag: 0.65; M1 antag: 0.64; TNAP act DEA: 0.9; SF-1 act: 11; Fluor 339 460: 1.1; E coli RNAP: 2; RORa activator: -17

Some of the entries above in a different format.
SMILES	NADH enzymes	tolC growth inh	M1 ag	M1 antag	TNAP act DEA	SF-1 act	Fluor 339 460	E coli RNAP	RORa activator
O=C(Nc1nc2nc(-c3ccccc3)cc(-c3ccccc3)n2n1)c1ccco1	5%[fluoresces]	22	3.8*	0.021	1	3	4*	4	-8
Cc1cc(C(=O)COc2ncnc3sccc23)c(C)n1C1CC1	5%	-4	0.94	-0.38	0.9	11	1.1	2	34

Later entries
SMILES | NADH enzymes | tolC growth inh | M1 ag | M1 antag | TNAP act DEA | SF-1 act | Fluor 339 460 | E coli RNAP | RORa activator
CC1=CC(C)(C)Nc2ccc(C)cc21 | 7% | -6 | 0.21 | 0.46 | 1 | -2 | 2.6* | 5 | 14
O=C(Nc1ccc2c(c1)OCO2)N1CCN(C/C=C/c2ccccc2)CC1 | 4% | -6 | -2.1 | -0.12 | 0.9 | 19 | 1 | 2 | 6
Cn1ccnc1SCc1cn2ccccc2n1 | 4% | -17 | -0.0024 | 0.14 | 1 | 49 | 1.1 | -7 | 37
O=C(Nc1nnc(COc2ccc(Cl)cc2)s1)c1cccs1 | 5% | -17 | 0.21 | 0.0031 | 0.9 | 19 | 1.1 | 3 | -2
O=C(O)c1cc(S(=O)(=O)N2CCCCCC2)c(Cl)cc1Cl | 2% | 6 | -0.39 | -0.94 | 1 | -8 | 1.1 | 4 | -6
Cc1cc(-c2ccco2)n(CC(=O)NCc2ccco2)n1 | 6% | -6 | 0.56 | 0.48 | 0.9 | 12 | 1.1 | 8 | -4
COc1ccc(S(=O)(=O)N2CCCCCC2)cc1C(=O)OCC(=O)NC(N)=O | 5% | -9 | 0.13 | -0.11 | 0.9 | -4 | 1.1 | 5 | 1
CCNc1cc2oc(=O)c(CN3CCOCC3)c(C)c2cc1C | 7%[fluoresces] | -3 | -0.1 | -0.2 | 1.1 | 4 | 2.2* | -130 | -8
CCCCc1ccc(CC(=O)O)cc1 | 5% | -11 | -0.54 | 0.71 | 0.9 | -6 | 1.1 | 1 | -2
COc1ccc(C(C(=O)OC(C)CN(C)C)c2ccccc2)cc1 (stereo not drawn) | 5% | -18 | -0.14 | -3* | 1 | 19 | 0.93 | 5 | -29

Compound activity: PubChem, several laboratories
